Source: PubChem BioAssay (Sanford-Burnham Center for Chemical Genomics)
PfGluPho inh = PfG6PD enzyme inhibitors, primary screen, biochemical, fluorescence intensity, uHTS | inhibition, % at 20 µM | AID 504690, 2011 | 350,000 compounds, 0.78% hits | PfGluPho enzyme, NADPH resazurin-diaphorase fluorescence;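 active = inhibition reaching at least a set limit at 20 µM in the primary screen, cut at about 59% in these data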;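 also: 0% = DMSO wells with substrate and 100% = DMSO wells lacking glucose-6-phosphate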
NR3A LBD binder = binders of NR3A ligand-binding domain, primary screen, biophysical, differential scanning fluorimetry, uHTS | Glutamate receptor ionotropic, NMDA 3A (GRIN3A) ligand-binding domain | NR3A LBD differential scanning fluorimetry, Tm shift; 0% = protein alone, 100% = glycine-bound protein | Tm shift relative to glycine control, % at 25 µM | 340,000 compounds, 2.5% hits;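 active = melting temperature shift of at least 10% of the positive control shift, at one fixed dose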
ATG4B inhibitor = ATG4B protease inhibitors, primary screen, biochemical, fluorescence, uHTS; Cysteine protease ATG4B (Homo sapiens), Q9Y4P1; ATG4B cleavage of LC3-PLA2, NBD-HPC fluorescence, 1 h; inhibition, % at 8.33 µM; 340,000 compounds, 0.51% hits; AID 504462, 2011; in the data active = inhibition above about 40%
SENP8 inh = human SENP8 protease inhibitors, primary screen, biochemical, fluorescence, Nedd8 protein substrate, uHTS. Sentrin-specific protease 8 (Homo sapiens), Q96LD8. recombinant SENP8. inhibition, % at 20 µM. 360,000 compounds, 0.64% hits. AID 602440, 2012; in the data active = inhibition mostly above about 40%, no sharp cut-off; inactive = mostly below about 27%
HKDC1 inhibitor = HKDC1 hexokinase inhibitors, primary screen, biochemical, fluorescence, uHTS. Q2TB90. inhibition, % at 20 µM. 340,000 compounds, 0.16% hits. recombinant HKDC1, G6PDH/diaphorase resazurin coupled fluorescence. AID 493160, 2011;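 active = inhibition above about 35% when tested at 20 µM, limit read from the data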;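 also: plate controls were DMSO wells with enzyme for no effect and DMSO wells lacking enzyme for full effect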
Target sequence (Q2TB90 whole entry, looked up): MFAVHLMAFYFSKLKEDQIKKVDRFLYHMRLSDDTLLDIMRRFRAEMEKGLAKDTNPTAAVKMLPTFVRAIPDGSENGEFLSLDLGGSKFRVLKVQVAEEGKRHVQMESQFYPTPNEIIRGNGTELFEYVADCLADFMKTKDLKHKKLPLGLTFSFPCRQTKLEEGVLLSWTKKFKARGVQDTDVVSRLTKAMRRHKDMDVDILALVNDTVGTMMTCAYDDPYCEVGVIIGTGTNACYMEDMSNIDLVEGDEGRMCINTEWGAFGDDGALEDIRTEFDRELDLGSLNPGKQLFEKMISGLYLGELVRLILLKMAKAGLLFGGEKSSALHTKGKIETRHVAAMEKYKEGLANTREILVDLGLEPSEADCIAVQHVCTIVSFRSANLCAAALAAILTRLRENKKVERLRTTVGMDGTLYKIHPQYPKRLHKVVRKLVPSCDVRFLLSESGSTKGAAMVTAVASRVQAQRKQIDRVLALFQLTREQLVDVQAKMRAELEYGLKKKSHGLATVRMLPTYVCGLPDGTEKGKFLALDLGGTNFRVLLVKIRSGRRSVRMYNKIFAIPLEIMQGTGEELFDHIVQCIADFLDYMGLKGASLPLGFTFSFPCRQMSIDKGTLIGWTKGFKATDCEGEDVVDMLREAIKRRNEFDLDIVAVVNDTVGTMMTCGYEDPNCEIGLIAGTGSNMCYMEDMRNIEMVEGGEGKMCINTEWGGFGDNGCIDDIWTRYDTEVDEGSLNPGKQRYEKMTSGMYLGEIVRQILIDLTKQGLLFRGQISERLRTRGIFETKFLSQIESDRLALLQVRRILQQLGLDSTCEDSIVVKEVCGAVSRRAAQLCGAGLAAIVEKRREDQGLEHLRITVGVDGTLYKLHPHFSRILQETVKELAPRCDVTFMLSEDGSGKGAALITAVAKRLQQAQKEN
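Material: recombinant HKDC1 hexokinase; Amount: HKDC1 at 5 µg/mL; Medium: Tris pH 8.0 buffer with MgCl2, Tween-20, BSA, BME; Schedule: 90 min reaction incubation at room temperature, dark; Technique: coupled resazurin fluorescence, excitation 525 nm, emission 613 nm.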
MPTP inh = mitochondrial permeability transition pore inhibitors, primary screen, biochemical, isolated mouse mitochondria, absorbance; Ca2+ swelling absorbance, 30 min; inhibition, % at 10 µM; 360,000 compounds, 1.4% hits; AID 602449, 2012;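 active = inhibition of 50% or more, scaled per plate between neutral and stimulator controls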;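 also: 0% = DMSO wells given calcium and 100% = 1 mM EGTA wells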
SENP7 inh = SENP7 protease inhibitors, primary screen, biochemical, luminescence, uHTS | AID 434973, 2010 | Sentrin-specific protease 7 (Homo sapiens), Q9BQF6 | recombinant SENP7, Z-RLRGG-aminoluciferin luminescence, 40 min | 330,000 compounds, 1.5% hits | inhibition, % at 5 µM;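 active = inhibition above about 50% at the single test dose, limit read from the data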;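 also: plate controls were DMSO with enzyme for no effect and no enzyme buffer wells for full effect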
SENP6 block = SENP6 protease inhibitors, primary screen, biochemical, luminescence, uHTS | Sentrin-specific protease 6 (Homo sapiens), Q9GZR1 | inhibition, % at 10 µM | AID 2599, 2010 | 330,000 compounds, 1.8% hits | Recombinant SENP6 catalytic domain, aminoluciferin luminescence;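 active = inhibition above about 50% at the single tested dose, limit read from the data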;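 also: plate controls were DMSO wells with enzyme for no effect and DMSO wells lacking enzyme for full effect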
* = called active by the depositor; . = no result given.

SMILES | PfGluPho inh | NR3A LBD binder | ATG4B inhibitor | SENP8 inh | HKDC1 inhibitor | MPTP inh | SENP7 inh | SENP6 block
CC(C)CNC(=O)C(=O)Nc1ccc(N(C)C)cc1 | 1 | 0 | -10 | 16 | -2 | -0.1 | 8 | -4
COc1cc(NC(=S)NC(=O)c2cc(C)cc(C)c2)ccc1NC(=O)c1cccs1 | 10 | -3 | -8 | 21 | 0 | 1.1 | 1 | -2
CCOC(=O)c1c(S(=O)(=O)NCC(=O)NCc2ccc(C)cc2)c(C)n(C)c1C | 10 | 1 | -13 | 18 | 0 | -0.8 | -7 | 3
CCOC(=O)/C(=C\Nc1ccccc1C(F)(F)F)Sc1ncc(C(F)(F)F)cc1Cl | 13 | 0 | 9 | 15 | 2 | 95* | 11 | -30
NC(=O)C1CCN(C(=O)c2cc3ccccc3cc2O)CC1 | 22 | -2 | 2 | -16 | 2 | -1.4 | 4 | -4
CSc1ccc(/C=N/NC(=O)CN2CCN(Cc3ccccc3)CC2)cc1 | -12 | 1 | -13 | -45 | -3 | -0.1 | 1 | 4
COc1ccc(N2CCN(C(=O)CSc3ncn[nH]3)CC2)cc1 | 3 | 0 | 2 | 6 | -3 | -0.9 | -4 | -1
Cc1cc(C(=O)COC(=O)C2COc3ccccc3O2)c(C)n1CC1CCCO1 (centres undefined) | -2 | 4 | -5 | 2 | 3 | -1.4 | 4 | -19
S=C(NCc1ccc(Cl)cc1)NC1CCN(Cc2ccccc2)CC1 | 9 | -1 | 11 | 22 | -2 | 71* | -1 | 3
Cc1cc(C)nc(SCCCNCc2ccc(Br)cc2)n1 | 5 | -3 | 1 | 6 | -7 | 0.9 | -9 | 10
Cc1ccc(S(=O)(=O)N2CCC(=O)N(CCOCc3ccccc3C)CC2)cc1 | 6 | 1 | -11 | 9 | -4 | 0.9 | -8 | -24
Cc1cccc(NS(=O)(=O)c2ccc(C(C)(C)C)cc2)n1 | -13 | 0 | -3 | -414 | -4 | 0.0 | 11 | 0
COCCN(C(=O)c1csnn1)C(C(=O)NC1CCCCC1)c1sccc1C (centres undefined) | -5 | 2 | -4 | 12 | -2 | 0.1 | -1 | -9
CC(=O)NC12CC3CC(C1)CC(C(=O)N(C)CC(=O)Nc1ccc(F)c(F)c1F)(C3)C2 | -3 | 4 | 1 | -5 | -3 | -0.4 | -8 | -5
CCCc1cc(=O)[nH]c(SCC(=O)N2CCCC2=O)n1 | -8 | 1 | 6 | 16 | -2 | -0.7 | -1 | -12
CCOC(=O)Oc1ccc2c(c1)C(C)=CC(C)(C)N2C(=O)OCC | 19 | 2 | -3 | -13 | -5 | 2.3 | 4 | -4
COC(=O)c1cc(OC)nc2c1c(=O)n(C)c(=O)n2C | -12 | -4 | 7 | -201 | -9 | -3.7 | -1 | -3
O=C(CN1C(=O)NC2(CCCCCC2)C1=O)Nc1ccc(S(=O)(=O)N2CCOCC2)cc1 | -4 | 0 | -5 | 16 | 2 | 0.5 | -1 | -25
COc1ccc(Nc2nc(C(=O)N3CCc4cc(OC)c(OC)cc4C3)cs2)cc1 | -11 | 1 | -17 | 16 | -1 | 1.1 | 4 | 0
O=C1OCCC1Sc1nc2ccccc2n1Cc1ccccc1 (centres undefined) | 2 | -2 | -15 | 8 | 2 | -1.2 | 3 | -9
O=C(CC1(C(F)(F)F)OCCO1)Nc1ccc2c(c1)OCO2 | -4 | 1 | -9 | 11 | 2 | 0.2 | 6 | -12
CC(=O)c1c(C)[nH]c(C(=O)Nc2ccccc2Cl)c1C | 3 | -3 | -8 | -31 | -3 | -0.7 | 0 | -13
Cc1ccc2nc(NC(=O)c3ccccc3F)sc2c1 | 13 | -5 | 13 | -34 | 1 | 0.7 | 91* | 86*
COCCCNC(=O)c1cccc2c(=O)c(C)c(-c3ccccc3)oc12 | -14 | -3 | -8 | 11 | -11 | 0.3 | 0 | 5
COc1ccccc1N1CCN(C(c2cccs2)C(C)NC(=O)c2cccs2)CC1 (centres undefined) | 0 | 1 | -5 | 8 | 4 | -3.0 | -1 | -31

(more compounds)
SMILES | PfGluPho inh | NR3A LBD binder | ATG4B inhibitor | SENP8 inh | HKDC1 inhibitor | MPTP inh | SENP7 inh | SENP6 block
O=C(Cn1cc2c(n1)CCCC2)Nc1ccccc1Br | 0 | -2 | 6 | 0 | -5 | -1.9 | 1 | 0
CN(Cc1ccccc1)S(=O)(=O)c1ccc(NC(=O)c2ccccc2C(=O)O)cc1 | -16 | -1 | 9 | 17 | 1 | 0.2 | -3 | -30
COc1ccc(Nc2cc(C)nc3ncnn23)c(OC)c1 | 2 | 0 | 2 | 13 | 0 | -2.8 | -1 | -7
CCCC(=O)Nc1ccc(NC(=O)c2ccccc2Cl)nc1 | -7 | 0 | 7 | 12 | -5 | -1.2 | 9 | 4
COc1cc(/C=C/C(=O)OCC(=O)NCC2CCCO2)ccc1OCC#N (centres undefined) | -5 | 3 | 5 | -150 | -1 | 1.4 | 4 | 1
CCNC(=O)C(C)Oc1ccc(Cl)cc1Cl (centres undefined) | -4 | 0 | 3 | 1 | -1 | -0.9 | 4 | 13
CCCc1[nH]nc2c1C(c1ccc(OCCN3CCOCC3)c(OC)c1)C(C#N)=C(N)O2 (centres undefined) | -2 | 0 | -7 | 10 | -2 | -0.6 | 2 | -4
NNC(=O)CCN(Cc1ccco1)S(=O)(=O)c1ccc(Cl)cc1 | -1 | 0 | 0 | 11 | -4 | 0.5 | 3 | -7
Cc1ccc(OCC(=O)Nc2ccc(S(=O)(=O)Nc3ccccn3)cc2)c(C)c1 | -22 | -6 | 29 | -267 | -4 | 0.9 | 5 | -6
COc1ccccc1NC(=O)C(=O)NCC(c1ccco1)N1CCc2ccccc21 (centres undefined) | 9 | 0 | 3 | 8 | 3 | 1.2 | -6 | -13
CCN(CC)S(=O)(=O)c1ccc(C(=O)NCC(=O)N/N=C/c2ccccc2OC)cc1 | 5 | 2 | 3 | 6 | -4 | -0.7 | 11 | -19
CN(C)C(=O)CSc1ccccc1C(=O)OCC(=O)NC1CC1 | 0 | 1 | -24 | -1 | -2 | 1.6 | -2 | 0
CN(C)c1ccc(C2C3=C(CCCC3=O)OC3=C2C(=O)CCC3)cc1 | 13 | -1 | -7 | 26 | -2 | -2.4 | 16 | 5
Cc1cc(C)c(C(=O)Cn2nc(C)c([N+](=O)[O-])c2C)cc1C | 9 | 0 | 10 | 10 | -2 | 3.6 | 4 | 24
CSc1nc2c(c(=O)[nH]1)C(c1ccc(Cl)cc1)CC(=O)N2 (centres undefined) | -25 | 2 | 7 | 19 | -1 | -2.3 | 1 | -5
COc1ccccc1NS(=O)(=O)c1cccc(C(=O)NNC(=O)c2ccc(NC(C)=O)cc2)c1 | -12 | -2 | 1 | 6 | 5 | -2.3 | -9 | -21
NC(=O)C1CCN(C(=O)C(=O)c2cn(CC(=O)N3CCCCCC3)c3ccccc23)CC1 | 5 | -3 | -1 | 1 | -3 | -0.8 | -9 | 1
CCOC(=O)C#CC(CCc1ccccc1)OS(N)(=O)=O (centres undefined) | -6 | -4 | -2 | -9 | 6 | -0.4 | -8 | -1
N#Cc1ccc(/C=N/NC(=S)Nc2ccc(S(=O)(=O)N3CCOCC3)cc2)cc1 | 1 | -2 | 6 | -79 | 6 | 5.8 | 5 | 1
O=C(c1ccc(Cl)cc1)C1CCN(C(=O)c2ccccc2)CC1 | 11 | -1 | -6 | 11 | 0 | 0.2 | 6 | -35
COC(=O)C1CSC(C(=O)OC)N1C(=O)Nc1ccccc1 (centres undefined) | -31 | 0 | -3 | 9 | -7 | -1.0 | 1 | -5
CCOC(=O)c1cc(-c2nnc(SCC(=O)Nc3ccc(F)cc3)o2)c(C)nc1C | 42 | -2 | 5 | 21 | -7 | 2.7 | 4 | -7
CCC(=O)N(Cc1cc2cc(OC)ccc2[nH]c1=O)c1ccccc1C | 7 | 4 | -13 | -322 | 1 | 1.1 | -10 | -22
O=S(=O)(c1ccc(F)cc1)N1CCN(CCOc2ccccc2)CC1 | 7 | -1 | -3 | -6 | -6 | 0.6 | 3 | -4
O=C(Nc1ncc(C(F)(F)F)cc1Cl)C1COc2ccccc2O1 (centres undefined) | 1 | 0 | -4 | 13 | -5 | -0.1 | -2 | -7
COc1ccc(Cl)cc1N(CC(=O)N(C)C)S(=O)(=O)c1ccc(C)c([N+](=O)[O-])c1 | -1 | 2 | -9 | -6 | 5 | -2.4 | 8 | -25
Nc1nc(SCc2ccc(Cl)cc2Cl)c2ncn(C3OC(CO)C(O)C3O)c2n1 (centres undefined) | 10 | -1 | -2 | 0 | -1 | -1.6 | . | .
Cc1nn(Cc2ccc(C(=O)Nc3nccs3)cc2)c(C)c1Cl | 33 | -1 | 7 | -3 | 1 | 2.8 | 2 | -21
O=S(=O)(NCc1cccnc1)c1ccccc1 | 5 | 2 | -8 | 11 | -7 | -1.1 | 7 | 0
CSc1nsc(SC)c1C(=O)NC(=O)Nc1cccnc1 | -4 | -1 | -6 | 5 | -3 | 1.0 | 7 | -17

A few values from above.
For NR3A LBD binder, `NNC(=O)CCN(Cc1ccco1)S(=O)(=O)c1ccc(Cl)cc1` has the entry 0
For SENP7 inh, `COc1ccccc1NC(=O)C(=O)NCC(c1ccco1)N1CCc2ccccc21` (centres undefined) has the entry -6

By substructure, those above with an aryl thioether with sulfur outside any ring.
SMILES | PfGluPho inh | NR3A LBD binder | ATG4B inhibitor | SENP8 inh | HKDC1 inhibitor | MPTP inh | SENP7 inh | SENP6 block
CCOC(=O)/C(=C\Nc1ccccc1C(F)(F)F)Sc1ncc(C(F)(F)F)cc1Cl | 13 | 0 | 9 | 15 | 2 | 95* | 11 | -30
CSc1ccc(/C=N/NC(=O)CN2CCN(Cc3ccccc3)CC2)cc1 | -12 | 1 | -13 | -45 | -3 | -0.1 | 1 | 4
COc1ccc(N2CCN(C(=O)CSc3ncn[nH]3)CC2)cc1 | 3 | 0 | 2 | 6 | -3 | -0.9 | -4 | -1
Cc1cc(C)nc(SCCCNCc2ccc(Br)cc2)n1 | 5 | -3 | 1 | 6 | -7 | 0.9 | -9 | 10
CCCc1cc(=O)[nH]c(SCC(=O)N2CCCC2=O)n1 | -8 | 1 | 6 | 16 | -2 | -0.7 | -1 | -12
O=C1OCCC1Sc1nc2ccccc2n1Cc1ccccc1 (centres undefined) | 2 | -2 | -15 | 8 | 2 | -1.2 | 3 | -9
CN(C)C(=O)CSc1ccccc1C(=O)OCC(=O)NC1CC1 | 0 | 1 | -24 | -1 | -2 | 1.6 | -2 | 0
CSc1nc2c(c(=O)[nH]1)C(c1ccc(Cl)cc1)CC(=O)N2 (centres undefined) | -25 | 2 | 7 | 19 | -1 | -2.3 | 1 | -5
CCOC(=O)c1cc(-c2nnc(SCC(=O)Nc3ccc(F)cc3)o2)c(C)nc1C | 42 | -2 | 5 | 21 | -7 | 2.7 | 4 | -7
Nc1nc(SCc2ccc(Cl)cc2Cl)c2ncn(C3OC(CO)C(O)C3O)c2n1 (centres undefined) | 10 | -1 | -2 | 0 | -1 | -1.6 | . | .
CSc1nsc(SC)c1C(=O)NC(=O)Nc1cccnc1 | -4 | -1 | -6 | 5 | -3 | 1.0 | 7 | -17
